# Apaf-1 inh: human Apaf-1 inhibition. reconstituted apoptosome caspase-3 activity, DEVD-Rh110 fluorescence. inhibition, % at 20 µM. 0.71% of 330,000 active. AID 489030; active = inhibition of at least 40% at 20 µM;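 also: plate controls were DMSO wells for no effect and DEVD-CHO caspase inhibitor wells for full effect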
#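 Material: cell-free apoptosome with Apaf-1, procaspase-3 and caspase-9; Buffer or medium: Hepes pH 7.5 with detergent and BSA; Reagent: cytochrome c trigger plus (Z-DEVD)2-Rh110 caspase-3 substrate; Times: compound with Apaf-1, dATP, procaspase-3 30 min, then 50 min reaction, room temperature; Technique: Rh110 fluorescence intensity.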
# NALP3 yeast inh: inhibitors of NALP3 inflammasome in yeast; Yeast reconstituted NLRP3/ASC/caspase-1, beta-gal luminescence, 24 h; 0.39% of 330,000 active; inhibition, % at 10 µM;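 active = inhibition of 50% or more; inactive = inhibition below 50%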;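 also: plate controls were induced DMSO wells for no effect and uninduced yeast grown without galactose for full effect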
# PfGluPho inh: PfG6PD (Plasmodium falciparum) enzyme inhibition; PfGluPho enzyme, NADPH resazurin-diaphorase fluorescence; 0.78% of 350,000 active; inhibition, % at 20 µM;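 active = inhibition reaching at least a set limit at 20 µM in the primary screen, cut at about 59% in these data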;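 also: 0% = DMSO wells with substrate and 100% = DMSO wells lacking glucose-6-phosphate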
# SENP8 block-1: SENP8 protease inhibition. inhibition, % at 10 µM. Q96LD8. 1.2% of 330,000 active. purified SENP8, Z-RLRGG-aminoluciferin cleavage, luminescence. AID 2540; in the data active = inhibition above about 50%
# Target sequence (Q96LD8 whole entry, looked up): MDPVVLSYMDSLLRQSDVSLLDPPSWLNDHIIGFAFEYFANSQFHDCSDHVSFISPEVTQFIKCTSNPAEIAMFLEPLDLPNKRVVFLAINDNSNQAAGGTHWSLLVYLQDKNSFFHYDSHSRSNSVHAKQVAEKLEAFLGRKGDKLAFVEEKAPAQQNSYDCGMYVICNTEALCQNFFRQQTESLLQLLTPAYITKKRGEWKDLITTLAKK
# SENP6 inh: SENP6 protease inhibition; inhibition, % at 10 µM; AID 2599; 1.8% of 330,000 active; Recombinant SENP6 catalytic domain, aminoluciferin luminescence;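 active = inhibition above about 50% at the single tested dose, limit read from the data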;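 also: plate controls were DMSO wells with enzyme for no effect and DMSO wells lacking enzyme for full effect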
# Target sequence (Q9GZR1 628-1112 limits assumed): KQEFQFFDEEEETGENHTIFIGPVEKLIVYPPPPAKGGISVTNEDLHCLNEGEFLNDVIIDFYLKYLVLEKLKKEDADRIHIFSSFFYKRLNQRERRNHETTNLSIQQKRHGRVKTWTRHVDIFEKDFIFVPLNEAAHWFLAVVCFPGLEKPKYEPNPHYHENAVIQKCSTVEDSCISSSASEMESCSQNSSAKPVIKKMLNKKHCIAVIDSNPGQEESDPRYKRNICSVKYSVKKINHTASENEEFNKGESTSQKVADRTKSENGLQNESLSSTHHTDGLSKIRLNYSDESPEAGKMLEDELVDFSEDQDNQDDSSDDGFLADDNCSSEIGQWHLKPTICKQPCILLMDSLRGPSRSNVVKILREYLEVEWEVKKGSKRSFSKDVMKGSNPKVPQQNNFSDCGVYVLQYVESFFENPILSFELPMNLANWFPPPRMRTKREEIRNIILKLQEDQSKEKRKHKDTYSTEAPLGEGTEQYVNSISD
# SENP7 block: blocks the human protease SENP7 | inhibition, % at 5 µM | recombinant SENP7, Z-RLRGG-aminoluciferin luminescence, 40 min | 1.5% of 330,000 active | Q9BQF6;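 active = inhibition above about 50% at the single test dose, limit read from the data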;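 also: plate controls were DMSO with enzyme for no effect and no enzyme buffer wells for full effect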
# Target sequence (Q9BQF6 706-1050 limits assumed): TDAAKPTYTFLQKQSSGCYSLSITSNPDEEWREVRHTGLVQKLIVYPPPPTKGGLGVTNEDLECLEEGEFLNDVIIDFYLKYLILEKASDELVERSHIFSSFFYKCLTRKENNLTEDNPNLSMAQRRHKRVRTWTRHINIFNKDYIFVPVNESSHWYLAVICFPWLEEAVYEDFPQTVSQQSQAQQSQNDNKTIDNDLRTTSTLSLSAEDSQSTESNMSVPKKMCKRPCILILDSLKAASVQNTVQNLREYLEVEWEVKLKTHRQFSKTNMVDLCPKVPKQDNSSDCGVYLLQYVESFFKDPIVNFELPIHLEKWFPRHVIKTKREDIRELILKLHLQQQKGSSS
# SENP8 block-2: blocks human SENP8 cleavage of Nedd8 substrate. Q96LD8. recombinant SENP8, Nedd8 substrate fluorescence. inhibition, % at 20 µM. 0.64% of 360,000 active. AID 602440; in the data active = inhibition mostly above about 40%, no sharp cut-off; inactive = mostly below about 27%
# HKDC1 inhibitor: inhibitors of human hexokinase HKDC1 | recombinant HKDC1, G6PDH/diaphorase resazurin coupled fluorescence | 0.16% of 340,000 active | inhibition, % at 20 µM;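 active = inhibition above about 35% when tested at 20 µM, limit read from the data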;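 also: plate controls were DMSO wells with enzyme for no effect and DMSO wells lacking enzyme for full effect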
#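 Assay system – recombinant HKDC1 (HK5) hexokinase enzyme, produced in-house · Input – HKDC1 at 5 µg/mL · Reagent – glucose plus 1 mM ATP as hexokinase substrates · Timing – 90 min reaction incubation at room temperature, dark · Measured by – G6PDH/diaphorase-coupled fluorescence, 1 mM NADP, 100 µM resazurin, 525/613 nm · Benchmarks – DMSO-enzyme wells negative, buffer-substituted wells positive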
# SENP1 FRET inh: blocks the human SENP1 SUMO protease catalytic domain; AID 624204; inhibition, % at 10 µM; 0.21% of 360,000 active; recombinant SENP1 catalytic domain, CyPet-SUMO1-YPet FRET cleavage;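 active = inhibition at least 30% at 10 µM, raw YFP signal under a set limit, fluorescence ratio 0.5 to 1.5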;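 also: 0% = enzyme with DMSO and 100% = no enzyme wells; some results filed as inactive read as strong as hits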
#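 Material: hSENP1 catalytic domain, recombinant; medium: Tris pH 8 with BME, BSA, NP40 and catalase; compound: single concentration of 10 µM compound, 0.5% DMSO final; technique: FRET read of cyan and yellow fluorescence; timing: 50 min enzyme reaction, room temperature, light-protected; reagent: SFCypet-SUMO1-SFYpet substrate at 25 nM; control set: no-enzyme low, enzyme-DMSO high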
# Active calls of the source: *; nt = no result given; & = joins results of further samples. Rows are unselected; overall some 4.1% were active at least once.
item | Compound | Apaf-1 inh | NALP3 yeast inh | PfGluPho inh | SENP8 block-1 | SENP6 inh
1 | COCCN(CC(=O)Nc1ccccc1)S(=O)(=O)c1ccc(S(=O)(=O)N2CCCC2)cc1 | -2 | -9 | -2 | -14 | -18
2 | CC1CCc2c(sc(NC(=O)c3ccccc3C(=O)O)c2C#N)C1 (stereo not given) | 6 | 17 | -4 | 13 | 29
3 | CS(=O)(=O)N(Cc1ccco1)CC(O)Cn1cc(C=O)c2ccccc21 (stereo not given) | 5 | 4 | 3 | -6 | -15
4 | CCc1ccc(Oc2nc([N+](=O)[O-])nn2C)cc1 | -2 | 3 | 3 | -9 | 0
5 | CC1CC(OC(=O)C2CCN(S(=O)(=O)c3ccc(F)cc3)CC2)C(=O)O1 (stereo not given) | 5 | 12 | 4 | -10 | -3
6 | O=S(=O)(Nc1ncnc2sc3c(c12)CCC3)c1ccc2ccccc2c1 | 15 | -4 | -31 | -2 | -6
7 | COc1ccc(C2C(C#N)=C(N)Oc3cc(O)ccc32)cc1Cl (stereo not given) | 9 | 20 | 1 | -10 | -11
8 | CCOC(=O)CSc1ccc2ccccc2n1 | -1 | -1 | 9 | 0 | -17
9 | CCn1c(=O)n(CC)c2cc(N3CCCC3)c(NC(=O)c3cc(Br)ccc3OC)cc21 | 34 | 9 | 38 | -3 | -2
10 | CS(=O)(=O)N1CCC(C(=O)c2cccc(Cl)c2)CC1 | -6 | 2 | 9 | -9 | 5

item | SENP7 block | SENP8 block-2 | HKDC1 inhibitor | SENP1 FRET inh
1 | 10 | 15 | -1 | 3
2 | -7 | 16 | -6 | 0
3 | -6 | 14 | -10 | 1
4 | -5 | 16 | -5 | 1
5 | -5 | 0 | 1 | -1
6 | -6 | -402 | 3 | -2
7 | 5 | -155 | 1 | -26
8 | 4 | 11 | -5 | 1
9 | 1 | nt | -2 | nt
10 | -6 | 21 | -7 | 1

# The listing continues:
item | Compound | Apaf-1 inh | NALP3 yeast inh | PfGluPho inh | SENP8 block-1 | SENP6 inh
11 | COc1ccc(C(=O)Nc2ccccc2C(=O)NCc2cccnc2)cc1 | 10 | 5 | 25 | 5 | -11
12 | Cc1cc(N2CCN(CC(O)C(F)(F)F)CC2)c2ccccc2n1 (stereo not given) | 1 | -15 | -9 | -7 | -5
13 | CCOc1ccc(NC(=O)CSc2nnc(C)n2CCCOC)cc1 | -12 | 6 | -5 | 1 | -27
14 | COc1ccc(C2/C=C\CN3CCC[C@H]3C(=O)N2Cc2ccc(F)cc2)cc1 (stereo not given in full) | 12 | nt | 15 | nt | nt
15 | CC(C)NC(=O)N(C)C[C@H]1Oc2ccc(NS(=O)(=O)c3cn(C)cn3)cc2C(=O)N([C@H](C)CO)C[C@@H]1C | 4 | 0 | 8 | 9 | -9
16 | CC(=O)c1ccccc1-c1csc2ncnc(Sc3nnnn3C)c12 | -3 | -1 | -12 | 0 | -14
17 | Cc1[nH]nc(N=CC2=C(O)CC(c3ccco3)CC2=O)c1-c1ccccc1 (stereo not given) | 19 | 4 | 26&15 | -16 | 7
18 | C=CCN(c1ccccc1OC)S(=O)(=O)c1cccc(C(=O)OCC(=O)N2CC(C)OC(C)C2)c1 (stereo not given) | -3 | 14 | -13 | 2 | 11
19 | CCCCC(=O)N(Cc1ccc(-c2ccccc2-c2nn[nH]n2)cc1)[C@H](C(=O)O)C(C)C | -4 | 0 | nt | 4 | 23
20 | CCCCCn1c(SCCOCC)nc2c1c(=O)[nH]c(=O)n2C | 15 | 9 | 9 | -10 | 0

item | SENP7 block | SENP8 block-2 | HKDC1 inhibitor | SENP1 FRET inh
11 | -4 | -38 | -4 | 0
12 | -6 | 22 | -1 | 1
13 | -3 | 6 | -4 | 0
14 | 1 | -3 | -1 | -8
15 | -1 | 6 | -5 | 2
16 | 3 | -7 | -4 | 1
17 | -5 | -388&-166 | 1&9 | -6&3
18 | 5 | 5 | -6 | -1
19 | 1 | nt | nt | nt
20 | -8 | 18 | -1 | 2

# Following part.
item | Compound | Apaf-1 inh | NALP3 yeast inh | PfGluPho inh | SENP8 block-1 | SENP6 inh
21 | COc1ccc(Br)cc1CNC(=O)C1CCC(=O)N1C(C)C (stereo not given) | 2 | 7 | -2 | -4 | -8
22 | O=C(c1nn2cccnc2c1Cl)N1CCN(c2ccccc2)CC1 | -9 | 7 | 9 | -12 | -3
23 | O=C(COc1ccc(Br)cc1)N1CCN(c2ncccn2)CC1 | 4 | 30 | -4 | -2 | 8
24 | S=C(NCCN1CCOCC1)Nc1ccccc1Cl | -11 | 5 | -8 | -2 | -1
25 | Cc1cc(C)cc(NC(=S)NC2CC3CCCC(C2)N3CC(C)C)c1 (stereo not given) | 2 | 19 | 3 | -2 | -4
26 | Cc1cc(NC(=O)c2cc3n(n2)C(C(F)(F)F)CC(c2ccco2)N3)no1 (stereo not given) | 9 | 23 | 20 | -6 | -4
27 | CSc1ccccc1NC(=O)CN(C)Cc1c(O)ccc2ccccc12 | 15 | 8 | 53 | -3 | -4
28 | Nc1nc(COc2ccc(F)cc2)nc(N2CCCCC2)n1 | 4 | -7 | -5 | 3 | 2
29 | CCN(c1ccccc1)c1nc(Cl)nc2c1cnn2C | nt | nt | 12 | nt | nt
30 | CCOc1ccc(S(=O)(=O)N(C)c2ccc(OCC(=O)Nc3nc4ccccc4s3)cc2)cc1 | 6 | -22 | -4 | 0 | -17

item | SENP7 block | SENP8 block-2 | HKDC1 inhibitor | SENP1 FRET inh
21 | -1 | 12 | 1 | 2
22 | 11 | 10 | -5 | -9
23 | -2 | -15 | 0 | -1
24 | 0 | 16 | 3 | 1
25 | 6 | 14 | 5 | 1
26 | -7 | -2 | -4 | -6
27 | -5 | -23 | 14 | 0
28 | -3 | 21 | -4 | -2
29 | nt | 9 | -1 | 0
30 | 0 | 13 | 1 | 0

# Exported with each value named: entries from further up.
[23] O=C(COc1ccc(Br)cc1)N1CCN(c2ncccn2)CC1
  Apaf-1 inh = 4
  NALP3 yeast inh = 30
  PfGluPho inh = -4
  SENP8 block-1 = -2
  SENP6 inh = 8
  SENP7 block = -2
  SENP8 block-2 = -15
  HKDC1 inhibitor = 0
  SENP1 FRET inh = -1
[24] S=C(NCCN1CCOCC1)Nc1ccccc1Cl
  Apaf-1 inh = -11
  NALP3 yeast inh = 5
  PfGluPho inh = -8
  SENP8 block-1 = -2
  SENP6 inh = -1
  SENP7 block = 0
  SENP8 block-2 = 16
  HKDC1 inhibitor = 3
  SENP1 FRET inh = 1
[25] Cc1cc(C)cc(NC(=S)NC2CC3CCCC(C2)N3CC(C)C)c1 (stereo not given)
  Apaf-1 inh = 2
  NALP3 yeast inh = 19
  PfGluPho inh = 3
  SENP8 block-1 = -2
  SENP6 inh = -4
  SENP7 block = 6
  SENP8 block-2 = 14
  HKDC1 inhibitor = 5
  SENP1 FRET inh = 1
[26] Cc1cc(NC(=O)c2cc3n(n2)C(C(F)(F)F)CC(c2ccco2)N3)no1 (stereo not given)
  Apaf-1 inh = 9
  NALP3 yeast inh = 23
  PfGluPho inh = 20
  SENP8 block-1 = -6
  SENP6 inh = -4
  SENP7 block = -7
  SENP8 block-2 = -2
  HKDC1 inhibitor = -4
  SENP1 FRET inh = -6

# Next structures
item | Compound | Apaf-1 inh | NALP3 yeast inh | PfGluPho inh | SENP8 block-1 | SENP6 inh
31 | COc1ccc(CSc2nncn2N)cc1Br | 4 | 13 | -6 | -6 | -13
32 | CC(C)[C@H](NC(=O)C1CCN(S(=O)(=O)c2ccccc2)CC1)C(=O)NCc1ccco1 | -10 | -2 | 4 | 2 | 9
33 | CCOc1ccccc1OCC(=O)Nc1nnc(COC)s1 | 2 | 10 | -7 | 5 | -12
34 | COc1ccccc1NC(=O)CN1CCN(CC(=O)Nc2cc(NC(C)=O)ccc2OC)CC1 | 0 | 17 | 11 | 3 | 1
35 | Cc1ccc(NS(=O)(=O)c2ccc(NC(=O)c3cccs3)cc2)cc1 | 6 | 6 | -10 | 1 | -5
36 | COC(=O)c1sc(NC(=O)COc2ccc(OC)cc2)nc1C | -5 | 9 | -3 | 6 | -3
37 | CCOc1ccccc1C(=O)NCC(=O)NNC(=O)c1cccs1 | -6 | 14 | -7 | -6 | -7
38 | CCSc1nc2ccc(N3C(=O)C4C5C=CC(C5)C4C3=O)cc2s1 (stereo not given) | 14 | 12 | 7 | -13 | -11
39 | O=c1c2ccccc2c2c(O)nc(-c3ccccc3)n2n1Cc1ccccc1 | 9 | 15 | -5 | 0 | 0
40 | O=C(Nc1ccccc1N1CCN(c2ccccc2)CC1)c1ccccc1 | 18 | 11 | 28 | -11 | -20

item | SENP7 block | SENP8 block-2 | HKDC1 inhibitor | SENP1 FRET inh
31 | 2 | 21 | -5 | 4
32 | -2 | -3 | -8 | -1
33 | 4 | 14 | -2 | -2
34 | 0 | 12 | -2 | 3
35 | -1 | 12 | -5 | -1
36 | 5 | 0 | 0 | -27
37 | 6 | 2 | 4 | 0
38 | -11 | 11 | -11 | -1
39 | -7 | 10 | -5 | 1
40 | -3 | 4 | 0 | 1

# Some of the entries so far, tab-delimited.
nr	canonical_smiles	Apaf-1 inh	NALP3 yeast inh	PfGluPho inh	SENP8 block-1	SENP6 inh	SENP7 block	SENP8 block-2	HKDC1 inhibitor	SENP1 FRET inh
39	O=c1c2ccccc2c2c(O)nc(-c3ccccc3)n2n1Cc1ccccc1	9	15	-5	0	0	-7	10	-5	1
40	O=C(Nc1ccccc1N1CCN(c2ccccc2)CC1)c1ccccc1	18	11	28	-11	-20	-3	4	0	1

# Other results:
item | Compound | Apaf-1 inh | NALP3 yeast inh | PfGluPho inh | SENP8 block-1 | SENP6 inh
41 | O=C(C[n+]1ccc(C(=O)NCCCO)cc1)c1cccc(Br)c1 | 3 | 13 | 13 | -6 | -14
42 | COc1ccc(CNC(=O)C2CCN(C(=O)N(C)C)CC2)c(OC)c1 | -13 | -16 | -5 | -8 | -6
43 | CC(C)COC(=O)/C(C#N)=C/c1c[nH]c2ccccc12 | -11 | -6 | 18 | -13 | 2
44 | O=C(c1ccc(O)c(Br)c1)c1cc(Br)ccc1O | nt | nt | -13 | nt | nt
45 | Cc1csc2c(N3CCN(C(=S)Nc4ccc(C(F)(F)F)cc4)CC3)ncnc12 | 10 | 22 | 17 | -2 | -13
46 | CC1CCN(C(=O)Cn2nnnc2CN2CCOCC2)CC1 | -11 | 5 | -12 | 0 | -6
47 | Cc1cccc(C)c1NC(=O)C(c1ccc([N+](=O)[O-])cc1)N1CCCCC1 (stereo not given) | 13 | 17 | -8 | -8 | -2
48 | O=C(CN1CCN(S(=O)(=O)c2ccc(F)cc2)CC1)Nc1cccc(C(F)(F)F)c1 | 18 | 20 | 38 | -1 | -3
49 | Cc1ccc2nc(NC(=O)CCn3c(=O)sc4ccccc43)sc2c1 | 27 | 15 | 8 | -16 | -6

item | SENP7 block | SENP8 block-2 | HKDC1 inhibitor | SENP1 FRET inh
41 | 11 | 8 | -1 | -4
42 | -4 | 9 | -9 | 0
43 | -3 | 6 | 5 | -31
44 | nt | 9 | -2 | 8
45 | 0 | 15 | 1 | -1
46 | -2 | 2 | -1 | 3
47 | -7 | 25 | -4 | 1
48 | -4 | 12 | 1 | 2
49 | 13 | -7 | -5 | 2
